From PubChem
NS5 inhibitors: flavivirus cap methylation enzyme inhibition – biochemical, confirmation dose response, primary screen (AID 588689); inhibition, % at 25 µM; hits with a dose series show IC50 in µM; Dengue-2 NS5 methyltransferase capping enzyme assay, biochemical; higher % means a stronger effect; actives 0.3% (n = 340,000); in the data active = a potency from the dose series; inconclusive = inhibition above about 29% without an active follow-up result
Large T inhibition: SV40 large T antigen inhibitors, biochemical (AID 1903). SV40 large T antigen ATPase/helicase inhibition assay; higher % means a stronger effect. inhibition, % at 20 µM; hits with a dose series show IC50 in µM. actives 0.39% (n = 310,000); in the data active = a potency from the dose series; inconclusive = inhibition mostly from about 32% at the one dose, without a potency; inactive = the rest, 99 in 100 with inhibition below about 32%; also: strong numbers were not always called active
GPR55 LPI antagonism: GPR55 antagonists blocking LPI-driven arrestin recruitment, primary screen, imaging, U2OS, beta-arrestin-GFP, LPI agonist (AID 2013); inhibition, % at 10 µM, or IC50 in µM where a hit was titrated; U2OS GPR55 beta-arrestin-GFP translocation imaging, LPI antagonism; higher % means a stronger effect; actives 0.13% (n = 290,000);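 active = spots per cell inhibited over 60%, with over 100 cells counted and total cytoplasm intensity under 500,000; inconclusive = wells with under 100 cells, flagged as likely toxic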;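 also: U2OS cells stably carrying GPR55 and arrestin-GFP stimulated by 5 µM LPI near EC80; imaged beta-arrestin-GFP aggregate spots per cell after agonist stimulation; plate controls were LPI-stimulated DMSO wells for no effect and DMSO wells without LPI for full effect; some results filed as inactive read as strong as hits; confirmed hits need IC50 under 10 µM and bright autofluorescent wells are also inconclusive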
RSV antiviral HEp-2: inhibition of RSV-induced cytopathic effect – HEp-2 cells, primary 10 µM value included (AID 2391). one-dose CPE inhibition, % at 10 µM; IC50 in µM for titrated hits. actives 0.13% (n = 310,000). HEp-2 cells, RSV-induced CPE inhibition; higher % means a stronger effect; in the data active = a potency from the dose series; inconclusive = CPE inhibition mostly from about 23% at the one dose, without a potency; inactive = the rest, 99 in 100 with CPE inhibition below about 21%; also: strong numbers were not always called active
GPR35 arrestin U2OS: inhibition of zaprinast-stimulated GPR35 beta-arrestin translocation – imaging, U2OS, beta-arrestin-GFP, zaprinast agonist, primary screen (AID 2058) | U2OS GPR35 beta-arrestin-GFP translocation imaging, zaprinast antagonism; higher % means a stronger effect | inhibition, % at 10 µM, or IC50 in µM where a hit was titrated | actives 0.052% (n = 290,000);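 active = inhibition of at least 50% with at least 30 cells and total cytoplasm GFP at most 10,000,000; inconclusive = under 30 cells or total GFP of 10,000,000 plus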
K1F lysis inhibition: inhibition of K1F phage lysis, E. coli UTI89, bacterial capsule biogenesis inhibitors, alamar blue (AID 488966); actives 0.02% (n = 340,000); inhibition, % at 100 µM; hits with a dose series show IC50 in µM; E. coli UTI89 K1F phage lysis, alamar blue, 2 h; higher % means a stronger effect;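 active = phage lysis inhibition, versus mean bacterial control, above a set limit; inconclusive = no clear call, values can overlap the other calls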;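 also: capsule biogenesis inhibitors block K1F phage lysis so surviving cells raise fluorescence; higher fluorescence means more inhibition of phage lysis; actives were called in the ten point dose series up to 300 µM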
HIV fusion peptide: inhibitors of HIV fusion peptide binding, primary screen, biochemical, uHTS, fluorescence dequenching (AID 1986). cell-free peptide binding, fluorescence dequenching, 30 min; higher % means a stronger effect. inhibition, % at 20 µM, or IC50 in µM where a hit was titrated. actives 0.3% (n = 290,000); in the data active = inhibition mostly above about 52%, no sharp cut-off; inactive = mostly below about 76%; also: some results filed as inactive read as strong as hits
PhoP inhibition: inhibitors of PhoP regulon expression, primary screen, Salmonella Typhimurium, GFP reporter (AID 1863); S. Typhimurium PhoP-regulated promoter GFP reporter, 4 h; higher % means a stronger effect; one-dose inhibition, % at 50 µM; IC50 in µM for titrated hits; actives 0.16% (n = 300,000);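 active = inhibition over 29.93%, a cutoff 3 SD above the screen mean, later confirmed by dose response; inconclusive = inhibition over 29.93% but no dose response follow-up; inactive = inhibition at most 29.93% or unconfirmed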;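 also: 0% = low Mg2+ inducing control and 100% = high Mg2+ repressing control; strong numbers were not always called active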
MgcRacGAP inhibition: MgcRacGAP GTPase-activating activity inhibitors, confirmation, biochemical, ADP Hunter fluorescence. MgcRacGAP-stimulated Rac1 GTP hydrolysis, ADP Hunter fluorescence; higher % means a stronger effect; GST-tagged Rac1 F28L mutant substrate. one-dose inhibition, % at 30 µM; IC50 in µM for titrated hits. actives 0.6% (n = 340,000). AID 624330;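 active = first-screen hits whose inhibition reached a set limit at any dose in the follow-up dose series; inconclusive = inhibition above the set first-screen limit but never retested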;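 also: fluorescence reports GDP produced by GAP-driven GTP hydrolysis; strong numbers were not always called active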
* marks the source's active call; other numbers are inactive results; [ ] = remark or other dose.

For O=C(c1ccc(Cl)cc1)C1CCN(CC(=O)N2CCCCC2)CC1 the results were NS5 inhibitors -3.3%, Large T inhibition -0.1%, GPR55 LPI antagonism -3.1%, RSV antiviral HEp-2 -0.1%, GPR35 arrestin U2OS 2.5%, K1F lysis inhibition 4.3%, HIV fusion peptide -1.6%, PhoP inhibition 8.5% and MgcRacGAP inhibition 5.0%.
Screening CCC12CC3CC(C1)CC(C(=O)Nc1nn[nH]n1)(C3)C2 returned NS5 inhibitors 2.0%, Large T inhibition 0.3%, GPR55 LPI antagonism 3.3%, RSV antiviral HEp-2 0.1%, GPR35 arrestin U2OS -1.6%, K1F lysis inhibition 2.0%, HIV fusion peptide 2.7%, PhoP inhibition -2.2% and MgcRacGAP inhibition 7.7%.
For CCCn1nnnc1NCc1cccc(OC)c1 the results were NS5 inhibitors -1.2%, Large T inhibition 7.2%, GPR55 LPI antagonism 10.7%, RSV antiviral HEp-2 0.4%, GPR35 arrestin U2OS -18.4%, K1F lysis inhibition -0.7%, HIV fusion peptide 1.6%, PhoP inhibition 0.9% and MgcRacGAP inhibition 3.6%.
Cc1ccc(-c2nn3c(C)nnc3s2)cc1NC(=O)c1cccs1 was read as NS5 inhibitors -8.0%, Large T inhibition 10.5%, GPR55 LPI antagonism -2.8%, RSV antiviral HEp-2 -0.5%, GPR35 arrestin U2OS -0.6%, K1F lysis inhibition 2.0%, HIV fusion peptide -3.2%, PhoP inhibition -3.0% and MgcRacGAP inhibition 7.9%.
`Clc1ccc(Nc2ncn[nH]2)c(Cl)c1` gave NS5 inhibitors 0.0%, Large T inhibition 4.0%, GPR55 LPI antagonism -5.8%, RSV antiviral HEp-2 6.8%, GPR35 arrestin U2OS -4.4%, K1F lysis inhibition -1.9%, HIV fusion peptide 0.7%, PhoP inhibition 0.0% and MgcRacGAP inhibition 4.4%.
CCn1c2ccccc2c2cc(/C=N/NC(=O)c3cc(O)cc(O)c3)ccc21 was read as NS5 inhibitors -2.5%, Large T inhibition 8.1%, GPR55 LPI antagonism -15.5%, RSV antiviral HEp-2 -4.2%, GPR35 arrestin U2OS 18.6%, K1F lysis inhibition -0.3%, HIV fusion peptide -2.4%, PhoP inhibition -0.2% and MgcRacGAP inhibition 3.6%.
`Cc1[nH]c(=O)[nH]c(=O)c1NC(=O)c1cccs1` gave NS5 inhibitors -0.8%, Large T inhibition 5.8%, GPR55 LPI antagonism -4.9%, RSV antiviral HEp-2 0.4%, GPR35 arrestin U2OS 6.6%, K1F lysis inhibition -0.7%, HIV fusion peptide 1.8%, PhoP inhibition 13.9% and MgcRacGAP inhibition 9.0%.
Screening CCOC(=O)C(C)Sc1cnccn1 (centres undefined) returned NS5 inhibitors -0.9%, Large T inhibition 3.9%, GPR55 LPI antagonism -5.8%, RSV antiviral HEp-2 0.8%, GPR35 arrestin U2OS 0.7%, K1F lysis inhibition 0.5%, HIV fusion peptide -0.5%, PhoP inhibition 8.9% and MgcRacGAP inhibition 5.9%.
O=C(Nc1ccc(Cl)cc1)C1CCN(C(=O)c2ccco2)CC1 was read as NS5 inhibitors 3.6%, Large T inhibition 8.0%, GPR55 LPI antagonism 10.0%, RSV antiviral HEp-2 1.2%, GPR35 arrestin U2OS -4.3%, K1F lysis inhibition 0.8%, HIV fusion peptide 2.2%, PhoP inhibition 10.5% and MgcRacGAP inhibition 5.7%.
For O=C(Cn1nnc2ccccc21)c1ccccc1 the results were NS5 inhibitors -6.5%, Large T inhibition 4.8%, GPR55 LPI antagonism 5.9%, RSV antiviral HEp-2 2.5%, GPR35 arrestin U2OS -10.9%, K1F lysis inhibition 2.0%[50 µM], HIV fusion peptide 3.7%, PhoP inhibition 10.5% and MgcRacGAP inhibition 5.0%.
CCOc1ccc(-n2c(C)nc3cc(C(=O)NCC4CCCO4)ccc32)cc1 (centres undefined) was read as NS5 inhibitors -14.7%, Large T inhibition 4.8%, GPR55 LPI antagonism 3.4%, RSV antiviral HEp-2 3.5%, GPR35 arrestin U2OS 5.8%, K1F lysis inhibition 1.7%, HIV fusion peptide -0.5%, PhoP inhibition -0.2% and MgcRacGAP inhibition -7.2%.
`CC(=O)C1C(c2cccc(Oc3ccccc3)c2)NC(=O)NC1(O)C(F)(F)F` (centres undefined) gave NS5 inhibitors -5.8%, Large T inhibition 12.6%, GPR55 LPI antagonism 7.3%, RSV antiviral HEp-2 1.4%, GPR35 arrestin U2OS -3.8%, K1F lysis inhibition 0.8%[50 µM], HIV fusion peptide -2.2%, PhoP inhibition 3.8% and MgcRacGAP inhibition 8.5%.
Cc1cccc(C)c1NC(=O)C1CCCN1S(=O)(=O)c1ccccc1 (centres undefined) was read as NS5 inhibitors -1.8%, Large T inhibition 5.4%, GPR55 LPI antagonism 11.6%, RSV antiviral HEp-2 1.2%, GPR35 arrestin U2OS 7.6%, K1F lysis inhibition 0.2%, HIV fusion peptide 1.1%, PhoP inhibition -0.5% and MgcRacGAP inhibition 4.5%.
For CC(=O)Nc1ccc(NC(=O)Cn2nc([N+](=O)[O-])c(Br)c2C)cc1 the results were NS5 inhibitors 0.0%, Large T inhibition -1.0%, GPR55 LPI antagonism 22.1%, RSV antiviral HEp-2 0.1%, GPR35 arrestin U2OS -0.4%, K1F lysis inhibition 0.3%, HIV fusion peptide -0.3%, PhoP inhibition 7.5% and MgcRacGAP inhibition 6.2%.
For C=CCNC(=O)C(=O)c1c(-c2ccccc2)[nH]c2ccccc12 the results were NS5 inhibitors -2.8%, Large T inhibition 1.8%, GPR55 LPI antagonism -1.9%, RSV antiviral HEp-2 1.4%, GPR35 arrestin U2OS -2.6%, K1F lysis inhibition -0.2%, HIV fusion peptide 0.5%, PhoP inhibition 11.9% and MgcRacGAP inhibition -4.0%.
`O=c1[nH]ncc(N2CCN(C(c3ccccc3)c3ccccc3)CC2)c1Cl` gave NS5 inhibitors -2.9%, Large T inhibition 5.0%, GPR55 LPI antagonism -0.8%, RSV antiviral HEp-2 inconclusive, GPR35 arrestin U2OS -11.6%, K1F lysis inhibition -5.2%, HIV fusion peptide -0.5%, PhoP inhibition -1.8% and MgcRacGAP inhibition -6.4%.
CC(Nc1oc(-c2ccco2)nc1C#N)c1ccccc1 (centres undefined) was read as NS5 inhibitors -6.9%, Large T inhibition 7.8%, GPR55 LPI antagonism 1.6%, RSV antiviral HEp-2 3.8%, GPR35 arrestin U2OS -5.5%, K1F lysis inhibition 9.0%, HIV fusion peptide 1.1%, PhoP inhibition -5.4% and MgcRacGAP inhibition 12.4%.
`Cc1cccc(C(=O)N2CCCC(N3CCN(c4ccccc4)CC3)C2)n1` (centres undefined) gave NS5 inhibitors 6.3%, Large T inhibition 9.3%, GPR55 LPI antagonism 11.1%, RSV antiviral HEp-2 -1.6%, GPR35 arrestin U2OS 5.3%, K1F lysis inhibition 10.5%, HIV fusion peptide 1.5%, PhoP inhibition -7.0% and MgcRacGAP inhibition 12.6%.
Screening CC1=Nc2cc(C(=O)NCc3ccco3)ccc2Sc2ccc(C)cc21 returned NS5 inhibitors -2.6%, Large T inhibition 7.1%, GPR55 LPI antagonism -10.4%, RSV antiviral HEp-2 2.9%, GPR35 arrestin U2OS 3.0%, K1F lysis inhibition 0.1%, HIV fusion peptide 6.1%, PhoP inhibition 2.2% and MgcRacGAP inhibition 2.1%.
`Cc1cc(NC(=O)COc2ccccc2C#N)no1` gave NS5 inhibitors -3.7%, RSV antiviral HEp-2 1.3%, K1F lysis inhibition 0.7%[50 µM] and MgcRacGAP inhibition 5.8%.
Screening CCCCCn1c(=O)[nH]c2cc(C(=O)NCc3ccccn3)ccc2c1=O returned NS5 inhibitors -10.1%, Large T inhibition 5.3%, GPR55 LPI antagonism -4.0%, RSV antiviral HEp-2 0.0%, GPR35 arrestin U2OS 7.1%, K1F lysis inhibition 0.1%, HIV fusion peptide 0.9%, PhoP inhibition -10.1% and MgcRacGAP inhibition 11.5%.
Cc1cccc(CSc2nc3ccccc3c(=O)n2C)c1 was read as NS5 inhibitors -4.3%, RSV antiviral HEp-2 1.6%, K1F lysis inhibition 0.1% and MgcRacGAP inhibition 9.7%.
For Cc1cc(NC(=O)COC(=O)c2ccccc2[N+](=O)[O-])no1 the results were NS5 inhibitors -10.9%, Large T inhibition 0.1%, GPR55 LPI antagonism 18.4%, RSV antiviral HEp-2 -0.5%, GPR35 arrestin U2OS 8.4%, K1F lysis inhibition -0.5%, HIV fusion peptide -0.3%, PhoP inhibition -2.2% and MgcRacGAP inhibition 1.7%.
Screening COc1ccc(CC2(CO)CCN(Cc3cccn3-c3ccccn3)CC2)cc1 returned NS5 inhibitors -0.9%, Large T inhibition 7.2%, GPR55 LPI antagonism 1.0%, RSV antiviral HEp-2 -2.6%, GPR35 arrestin U2OS -11.9%, K1F lysis inhibition 0.2%, HIV fusion peptide 0.3%, PhoP inhibition 2.5% and MgcRacGAP inhibition 0.5%.
Screening Cc1ccc(SCc2cn3c(C)cc(C)nc3n2)cc1 returned NS5 inhibitors -0.8%, Large T inhibition 13.9%, GPR55 LPI antagonism 4.3%, RSV antiviral HEp-2 2.9%, GPR35 arrestin U2OS -9.6%, K1F lysis inhibition -1.5%, HIV fusion peptide 1.0%, PhoP inhibition -7.9% and MgcRacGAP inhibition -11.1%.
`N#Cc1cccc(NC(=O)COC(=O)CCc2nc3ccccc3c(=O)[nH]2)c1` gave NS5 inhibitors -6.0%, Large T inhibition 11.4%, GPR55 LPI antagonism 7.8%, RSV antiviral HEp-2 0.0%, GPR35 arrestin U2OS 8.2%, K1F lysis inhibition 0.3%, HIV fusion peptide -0.1%, PhoP inhibition -6.5% and MgcRacGAP inhibition 9.2%.
For CCOC(=O)C1CCCN(CC(O)COc2cccc(C)c2)C1 (centres undefined) the results were NS5 inhibitors -9.4%, Large T inhibition 9.2%, GPR55 LPI antagonism 4.4%, RSV antiviral HEp-2 0.7%, GPR35 arrestin U2OS 15.1%, K1F lysis inhibition -2.1%, HIV fusion peptide -3.3%, PhoP inhibition -3.4% and MgcRacGAP inhibition -0.7%.
COc1cc(/C=C2\SC(=S)N(Nc3ncc(C(F)(F)F)cc3Cl)C2=O)ccc1O was read as NS5 inhibitors 24.1%, Large T inhibition 13.9%, GPR55 LPI antagonism 2.6%, RSV antiviral HEp-2 15.2%, GPR35 arrestin U2OS 1.5%, K1F lysis inhibition 0.2%, HIV fusion peptide 1.8%, PhoP inhibition 22.4% and MgcRacGAP inhibition 16.0%.
